# Source: PubChem BioAssay (several laboratories)
# TDP2 inh: blocks human TDP2 phosphodiesterase activity; recombinant TDP2, T5PNP hydrolysis, p-nitrophenol absorbance 415 nm; inhibition, % at 12.8 µM; 370,000 compounds, 0.34% hits;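 active = inhibition above the mean of all tested compounds plus 3 SD, set per campaign, cut at about 25% in these data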;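 also: 0% = DMSO with enzyme and 100% = buffer with substrate but no TDP2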
#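 Assay system: Recombinant human TDP2 | Quantity: 120 nM TDP2 per well | Incubation: 2 h at 37 °C | Signal: Epi absorbance | Evaluation: Percent inhibition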
# LEDGF integ inh: blocks HIV-1 LEDGF/p75-dependent DNA integration; AID 743269; inhibition, % at 3.7 µM; TR-FRET IN-LEDGF/p75 DNA integration, Eu/Cy5; 370,000 compounds, 0.64% hits;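 active = inhibition above the screen-wide mean plus 3 SD, cut at about 13% in these data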;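 also: signal is the Cy5 over europium emission ratio at 671 and 618 nm; 0% = plate median of compound wells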
# rCAG RNA binder: r(CAG) repeat RNA binding; TO-PRO-1 dye displacement fluorescence; inhibition, % at 3 µM; 370,000 compounds, 1.3% hits;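 active = inhibition above the plate cutoff, the mean of all test compounds on that plate plus 3 SD, cut at about 35% in these data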;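 also: 0% = DMSO alone and 100% = 100 µM mitoxantrone as full dye displacement; higher means more dye released from RNA so lower well fluorescence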
# TCR-CD3 inh: inhibitors of human TCR-CD3 interaction. TAMRA-labeled TCR probe fluorescence, biochemical. inhibition, % at 9.4 µM. 360,000 compounds, 0.37% hits. AID 651800; in the data active = inhibition above about 19%;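 also: recombinant mutant TCR 2C K166C tagged with TAMRA read by polarization; 0% = receptor in buffer alone and 100% = receptor with positive control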
# SIAE primary: inhibitors of human sialic acid acetylesterase SIAE; inhibition, % at 9.66 µM; 370,000 compounds, 0.69% hits; AID 1053197; SIAE FP-Rh probe binding, fluorescence polarization; Q9HAT2;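 active = inhibition above a cutoff: mean of compounds within the control limits plus 3 SD of those, cut at about 17% in these data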;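 also: 0% = plate median of compound wells and 100% = probe without SIAE protein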
# HTRA1 inh: blocks human HTRA1 serine peptidase | inhibition, % at 5.96 µM | 340,000 compounds, 0.5% hits | recombinant HTRA1, FP-rhodamine activity-based probe, fluorescence polarization | Q92743 | AID 504803; in the data active = inhibition above about 36%;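 also: 0% = enzyme with DMSO and 100% = wells lacking enzyme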
# PG9 binder: binds the HIV-1 gp120 antibody PG9 | TR-FRET gp120-PG9 antibody binding | 360,000 compounds, 0.43% hits | inhibition, % at 6.7 µM | AID 624416; in the data active = inhibition above about 8.5%
# ABHD4 inh: inhibitors of mouse ABHD4 | Q8VD66 | purified mABHD4, FP-Rh probe fluorescence polarization | inhibition, % at 8.92 µM | 370,000 compounds, 0.54% hits | AID 720543;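 active = inhibition exceeding the mean over every tested compound plus 3 SD, cut at about 30% in these data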;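 also: 0% = plate median of compound wells and 100% = S159A mutant with DMSO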
# Target sequence (Q8VD66 whole entry, looked up): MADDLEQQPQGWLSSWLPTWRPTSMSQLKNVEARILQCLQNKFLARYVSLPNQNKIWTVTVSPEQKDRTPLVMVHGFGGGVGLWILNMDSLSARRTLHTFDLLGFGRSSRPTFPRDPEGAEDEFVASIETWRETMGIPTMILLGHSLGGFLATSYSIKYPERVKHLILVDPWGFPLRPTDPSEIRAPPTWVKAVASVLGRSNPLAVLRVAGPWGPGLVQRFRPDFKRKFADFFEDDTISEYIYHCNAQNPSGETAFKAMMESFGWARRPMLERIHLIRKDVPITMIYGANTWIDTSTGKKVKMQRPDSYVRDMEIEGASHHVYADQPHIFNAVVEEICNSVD
#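 Test system: mouse ABHD4 enzyme, wild type. Reagent: FP-Rh fluorescent activity-based probe, added after compound pre-incubation. Timing: pre-incubation 45 min, probe exposure 60 min, at 25 °C. Technique: FP readout, ex 525 nm / em 598 nm. Benchmarks: high control S159A mutant with DMSO, low control median of compound wells.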
# PRMT1 inh: PRMT1 (human) inhibition, primary screen; inhibition, % at 2.79 µM; Q99873; recombinant PRMT1, activity-based probe fluorescence polarization; 370,000 compounds, 1.3% hits;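 active = inhibition above about 21% made by adding two undisclosed values, limit read from the data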
# Target sequence (Q99873 whole entry, looked up): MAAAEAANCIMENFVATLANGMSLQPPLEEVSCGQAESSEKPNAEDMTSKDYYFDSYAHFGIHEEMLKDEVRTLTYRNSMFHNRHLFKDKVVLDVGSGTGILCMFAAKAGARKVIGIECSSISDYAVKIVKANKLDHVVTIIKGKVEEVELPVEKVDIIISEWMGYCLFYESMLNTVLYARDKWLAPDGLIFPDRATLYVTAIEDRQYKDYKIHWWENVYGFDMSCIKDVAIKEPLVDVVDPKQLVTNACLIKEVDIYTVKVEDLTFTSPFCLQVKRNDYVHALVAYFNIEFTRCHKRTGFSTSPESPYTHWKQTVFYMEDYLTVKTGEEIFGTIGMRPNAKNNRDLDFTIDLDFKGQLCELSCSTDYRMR
# NR1D1 modulator: modulators of human Rev-erb alpha DNA binding; P20393; Rev-erbα–FITC-DNA binding, fluorescence polarization, 90 min; activity, % at 10 µM; 370,000 compounds, 0.79% hits;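 active = activity above about 14%, limit read from the data; passing the limit was not always enough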;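 also: 0% = DMSO wells with 35 nM protein and 100% = DMSO wells with 750 nM protein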
# * hit, by the source's call; · = no result given; & = joins results of further samples.
SMILES,TDP2 inh,LEDGF integ inh,rCAG RNA binder,TCR-CD3 inh,SIAE primary,HTRA1 inh,PG9 binder,ABHD4 inh,PRMT1 inh,NR1D1 modulator
COC(=O)c1cc2c(c3c4cc(C)ccc4n(S(=O)(=O)c4ccc(C)cc4)c13)C(=O)N(Cc1ccccc1OC)C2,0,-1,12,-1,-6,·,-1.1,9,1,8
O=S1(=O)CC(N2CCN(CCO)CC2)CN1Cc1cn(Cc2ccccc2C(F)(F)F)nn1 (configuration not stated),1,2,5,6,2,·,0.8,4,1,-5
O=C(CSc1ncnc2sccc12)Nc1ccccc1F,-11,4,-2,7,2,-3,0.2,5,-3,0
O=c1c2c3c(sc2nc2n1CCC2)CCC3,6,-2,0,2,2,2,0.2,4,2,2
COc1cc(CNc2ccc(N3CCOCC3)cc2)cc(Br)c1OC,-8,13,4,-4,12,28,-4.7,13,6,5
Nc1ccc2c(c1)C(=O)c1ccc(N)cc1-2,2,-5,7,5,3,16,-30,30*,5,-9
C=CCNC(=O)CN1C(=O)C2C3c4ccccc4C(c4ccccc43)C2C1=O (configuration not stated),3,-3,-2,-2,11,2,-0.3,-1,4,-2
COc1ccc2ccccc2c1-c1c(C(=O)c2ccc(Br)cc2)[nH]c(N)c1C(=O)NC1CCCCC1,-7,2,·,·,1,·,·,-3,-7,9
O=C(/C=C/c1ccccc1Cl)N1CCCN(C(=O)/C=C/c2ccccc2Cl)CC1,-11,0,-1,-3,-6,-8,-1.9,4,2,-4
COC(=O)C1=C(CN2CCSCC2)NC(=O)NC1c1cc(C)ccc1C (configuration not stated),-2,1,-2,-4,3,-4,-2.7,-4,-3,-5
COc1cc(/C=N/NC(N)=O)ccc1OCC(=O)N1C(C)CCCC1C (configuration not stated),5,-2,-5,-3,6,0,0.4,5,2,-7
N#Cc1cc(-c2ccccc2)cnc1Sc1ccc(Cl)cc1,-11,4,0,2,8,-4,-0.1,-2,-1,11
O=C(CN1CCN(S(=O)(=O)c2ccccc2)CC1)Nc1ccc(Cl)cn1,-1,2,-5,5,-2,5,0.1,5,-2,9
O=C(CCNC(=O)c1ccco1)Nc1ccc(SC(F)F)cc1,-12,1,-3,8,-3,0,-1.9,-4,-4,-2
CC1(C(=O)NS(=O)(=O)c2ccccc2C(F)(F)F)CCN1C(=O)COc1ccc(Cl)cc1 (configuration not stated),1,3,22,-1,-6,·,-2.4,-1,1,2
CCOC(=O)C1=C(C(=O)OCC)C2N(Cc3ccc(Br)cc3)c3ccccc3[C@@]23C[C@@H](C(=O)OC)N(S(=O)(=O)c2ccc(F)cc2)C3=N1 (some centres not stated),0,1,9,1,-3,·,-1.2,-2,2,1
CCOc1cc(NC(=S)Nc2ccccc2)c(OCC)cc1NC(=O)c1ccc(OC)cc1,-2,1,13,-11,7,7,0.2,9,4,3
COc1ccc(C(C)=O)c(OCC(=O)NCCC2=CCCCC2)c1,2,1,0,3,8,-5,0.9,3,-2,-1
CN(CC(=O)Nc1c(Cl)cccc1Cl)C(=O)Cc1ccsc1,8,-5,4,-2,7,-4,0.3,6,1,0
Cc1cc(-c2n[nH]c(=S)n2/N=C/c2ccc(C)o2)n[nH]1,-10,-1,0,6,6,2,-0.9,-2,-4,3
CN(C)/C=C(\C(=O)c1ccc(F)cc1F)c1nnnn1-c1ccccc1,15,0,-2,-6,3,-12,-1.9,-9,-1,2
CCc1nc2c(OCc3ccc(F)c(F)c3)cccn2c1N(C)C(=O)c1cccs1,-3,1,4,7,-6,·,-0.1,1,0,-7
N#C/C(=N/Nc1ccccc1[N+](=O)[O-])C(N)=S,-10,1,6,3,12,5,-1.3,-3,0,-2
Cc1ccc(C)c(N(C(=O)c2csnn2)C(C(=O)NC2CCCCC2)c2cccnc2)c1 (configuration not stated),-5,-3,1,8,-5,-2,0.1,-6,-8,-3
Cc1cc(C(=O)N/N=C/c2cccc(OC(=O)c3ccco3)c2)n[nH]1,6,1,0,2,6,5,-0.6,-7,0,-2
O=C(NNC(=O)C1CC=CCC1C(=O)O)c1cccs1 (configuration not stated),6,-2,0,6,-1,-3,-2.4,-1,0,-1
COC(=O)C1CCCN1C(C(=O)NC1CCCCC1)c1ccc(Cl)cc1 (configuration not stated),9,-2,0,5,9,5,0.1,-1,-3,-8
CC(C)n1c(Nn2cnnc2)nc2ccccc21,5,-4,4,1,-2,2,-3.5,1,-1,-8
Cc1cc(Oc2nc3ccccn3c(=O)c2/C=C(\C#N)C(=O)NC2CCS(=O)(=O)C2)ccc1Cl (configuration not stated),18,1,5,2,2,5,0.7,-2,3,-3
CCCCCCc1cc2cc(C(=O)OCC)c(=O)oc2cc1O,-12,-7,2,-4,-3,-5,-0.2,-8,1,-4
COc1cc(Br)cc(/C=N/N(CCO)C2=NS(=O)(=O)c3ccccc32)c1OC,-14,3,0,1,-6,-12,-0.3,-7,-3,4
Cc1cc(C)nc(SCc2cnc(C)nc2N)n1,10,3,0,5,-4,-4,0.7,-4,-2,-3
CN(CCc1ccccc1)C(=O)c1ccc(NC(=O)Cc2ccc(NC(=O)C3CCN(C(=O)C4CC4)CC3)cc2)cc1,-10,-4,4,0,1,-8,-2.3,2,0,-1
CCOC(=O)COn1c2c(c3c4no[n+]([O-])c4ccc31)CCCC2,-7,-2,2,-13,-6,3,0.1,-11,1,-3
CCOC(=O)N1CCN(C(=O)CCS(=O)(=O)c2ccc3c(c2)CCN3C(=O)CC)CC1,-24,1,-4,1,-4,-1,-1.1,-6,-3,0
COc1ccc(-c2cc(C(F)(F)F)nc(SCC(=O)N(C)Cc3cn(C)nc3C)n2)cc1OC,9,4,-8,-4,14,4,2.2,-9,0,0
C/C(CC(=O)NCc1ccco1)=N\NC(=O)COc1ccc(Cl)cc1Cl,3,-3,0,0,-3,-1,1.1,-7,9,-3
COc1ccc(CNC(=O)CN2CCN(c3ccccc3O)CC2)cc1OC,-3,-3,-3,5,3,2,-3.3,0,-3,-1
COCCCNCC1C(Oc2ccc(Cl)cc2)C(=O)N1c1ccccc1C (configuration not stated),-10,0,-9,-4,-1,-4,0.3,0,6,4
C#Cc1cccc(OC[C@@H](O)CN2CCC(C(O)(c3ccccc3)c3ccccc3)CC2)c1,-4,1,2,·,-1,·,·,0,2,-1
CCOC(=O)c1nnn(-c2nonc2N)c1CN1CCc2ccccc2C1,-6,1,1,6,-7,-5,-2.8,0,-3,2
CC(=Nc1ccccc1)C1=C(O)C(CC(C)C)NC1=O (configuration not stated),-4,-4,1,6,-4,2,1.8,1,6,-3
Cc1[nH]n(C(N)=S)c(=O)c1C(c1ccccc1)C(C#N)C#N (configuration not stated),-1,2,3,-1,-3,8,-2.5,7,2,-6
COc1ccc(N=C2S/C(=C\c3ccc(OC(C)C(=O)O)c(OC)c3)C(=O)N2CCc2c[nH]c3ccccc23)cc1 (configuration not stated),9,3,49*,0,4,-32,-1.4,-14,-2,-3
Cc1nn(-c2ccccc2)c2c1/C(=N/O)CC(C)(C)C2,-10,-4,-3,-8,-3,0,1.1,-1,0,-6
O=[N+]([O-])c1ccccc1S(=O)(=O)Nc1ccc(-c2ccc(N3CCCC3)nn2)cc1,0,-1,37*,-2,8,0,-0.6,5,0,-1
CCCN(Cc1nc(-c2ccc(Cl)cc2)no1)CC1CCCO1 (configuration not stated),10,-2,-5,3,3,4,-0.1,-4,-6,-3
COc1ccc([N+](=O)[O-])cc1NC(=O)C1CCCNC1=O (configuration not stated),-1,-1,3,-3,5,5,-1.8,5,-1,6
CNc1nc(-c2ccccc2)cc(C(F)(F)F)c1C#N,5,1,0,2,0,2,0.7,-1,-1,9
O=C(c1ccc(Cl)cc1)C1CCN(C(=S)Nc2ccccc2)CC1,10,2,1,3,0,-9,-1.9,-2,-2,-2

# The list continues:
SMILES,TDP2 inh,LEDGF integ inh,rCAG RNA binder,TCR-CD3 inh,SIAE primary,HTRA1 inh,PG9 binder,ABHD4 inh,PRMT1 inh,NR1D1 modulator
Cc1ccc(NC(=O)C2CCCC2)c(Br)c1,7,-2,-2,5,-1,1,0.0,-1,2,2
O=C(O)c1ccccc1NCc1cccnc1,-2,2,1,0,2,·,-1.8,1,1,-1
COc1ccccc1CN(C)C(=O)C1COc2ccccc2O1 (configuration not stated),-1,-3,-5,0,10,0,-1.0,0,2,-6
O=C(c1ccco1)N(Cc1cccc(Br)c1)C1CCS(=O)(=O)C1 (configuration not stated),3,-1,0,12,1,-6,-0.5,9,0,5
O=C(Nc1ccc(F)cc1)c1oc2ccccc2c1NC(=O)C1CC1,-2,2,2,2,6,-22,-0.5,-3,-2,2
COc1ccc(CCc2nc(C)ccc2O)cc1,9&3,1&0,-2&0,-1&5,1&-4,5&5,-0.4&1.4,-5&8,-1&1,-2
O=C(NCCC1CCCCN1S(=O)(=O)c1ccccc1)C(=O)NCc1cccnc1 (configuration not stated),18,2,-5,-3,-10,2,-0.4,5,-3,-1
CCc1nnc(NC(=O)CSc2nnc(COc3ccccc3C)o2)s1,2,3,8,0,11,7,0.2,-3,0,2
COc1ccc2c(CC(=O)Nc3nnc(C4CC4)s3)coc2c1,-9,0,7,4,-7,-1,2.2,-4,-2,-4
CCOc1ccc(S(=O)(=O)NCC(=O)NC2CCCCC2)cc1,2,0,-3,0,9,5,1.3,-7,-2,0
COc1ccc(C)cc1NC(=S)N1CCN(c2ncccn2)CC1,14,-1,0,-1,-2,-1,0.5,-6,-7,-1
CCSc1nnc([C@@H](NC(=O)OC(C)(C)C)C(C)C)o1,3,-5,-3,4,-3,2,-1.0,-1,0,0
COc1ccc(S(=O)(=O)N2Cc3ccccc3CC2C(=O)Nc2ccc3c(c2)OCO3)cc1 (configuration not stated),8,-2,6,9,-1,-20,0.1,3,4,9
O=C(Cc1cccc(F)c1)N1CCCC(CO)(Cc2ccc(F)cc2F)C1 (configuration not stated),13,-2,-6,-4,4,-10,-1.9,-2,-1,5
Cc1ccc(N2CCN(/N=C/c3cccs3)CC2)cc1,1,2,3,8,4,5,-1.6,-3,1,-1
CC(C)C(=O)N1CCCC1(C)C(=O)NCc1ccc(Cl)cc1 (configuration not stated),-1,1,3,4,-2,·,-0.5,1,-4,3
S=C(Nc1ccccc1Cl)N(CCN1CCCCC1)Cc1ccco1,7,2,-3,-1,-2,1,1.1,-11,-4,0

# Some of the compounds tested. The share of hits here may be higher or lower than overall.
